Screens deposited in PubChem by several laboratories.
BioA inh = inhibitors of Mycobacterium tuberculosis BioA enzyme; purified M. tuberculosis BioA enzyme, plate reader; inhibition, % at 9.99 µM; 360,000 compounds, 0.096% hits; AID 602481; in the data active = inhibition above about 40%; inconclusive = no clear call, values can overlap the other calls
Mtb FBA inh = inhibits M. tuberculosis FBA enzyme | inhibition, % at 1 µM | P9WQA3 | 360,000 compounds, 2.3% hits | purified M. tuberculosis FBA, fluorescence read-out; in the data active = inhibition above about 27%;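 also: 0% = vehicle and 100% = reference inhibitor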
Target sequence (P9WQA3 whole entry, looked up): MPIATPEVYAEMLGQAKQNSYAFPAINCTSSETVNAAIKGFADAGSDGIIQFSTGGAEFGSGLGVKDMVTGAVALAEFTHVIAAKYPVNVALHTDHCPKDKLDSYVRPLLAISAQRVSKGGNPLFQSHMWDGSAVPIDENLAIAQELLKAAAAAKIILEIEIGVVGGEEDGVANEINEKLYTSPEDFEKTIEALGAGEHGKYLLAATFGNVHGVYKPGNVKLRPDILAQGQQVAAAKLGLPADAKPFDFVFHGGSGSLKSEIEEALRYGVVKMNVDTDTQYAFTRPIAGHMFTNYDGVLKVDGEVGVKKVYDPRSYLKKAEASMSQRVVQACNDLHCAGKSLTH
CCHF vOTU inh = blocks the CCHF virus ovarian tumor domain protease | 370,000 compounds, 0.55% hits | inhibition, % at 11.5 µM | CCHFV vOTU protease, Pep-AMC fluorescence; also: 0% = vehicle wells with enzyme and 100% = no enzyme wells
MazF activator = MazEF (E. coli) toxin RNase activation. FAM/BHQ RNA-DNA oligo cleavage fluorescence, 5 h. 350,000 compounds, 0.32% hits. activation, % at 20 µM. P0AE70; in the data active = activation above about 50%
Target sequence (P0AE70 whole entry, looked up): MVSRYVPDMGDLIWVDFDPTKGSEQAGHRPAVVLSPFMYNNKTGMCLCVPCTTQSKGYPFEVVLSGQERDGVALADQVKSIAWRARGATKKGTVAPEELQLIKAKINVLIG
Rv3671c inh = inhibits the M. tuberculosis serine protease Rv3671c. P9WHR9. inhibition, % at 5.96 µM. 320,000 compounds, 0.048% hits. AID 2606; in the data active = inhibition above about 38%;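 also: extracellular domain of Rv3671c used as enzyme; 0% = enzyme with DMSO and 100% = no enzyme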
Target sequence (P9WHR9 whole entry, looked up, the tested form may be a part): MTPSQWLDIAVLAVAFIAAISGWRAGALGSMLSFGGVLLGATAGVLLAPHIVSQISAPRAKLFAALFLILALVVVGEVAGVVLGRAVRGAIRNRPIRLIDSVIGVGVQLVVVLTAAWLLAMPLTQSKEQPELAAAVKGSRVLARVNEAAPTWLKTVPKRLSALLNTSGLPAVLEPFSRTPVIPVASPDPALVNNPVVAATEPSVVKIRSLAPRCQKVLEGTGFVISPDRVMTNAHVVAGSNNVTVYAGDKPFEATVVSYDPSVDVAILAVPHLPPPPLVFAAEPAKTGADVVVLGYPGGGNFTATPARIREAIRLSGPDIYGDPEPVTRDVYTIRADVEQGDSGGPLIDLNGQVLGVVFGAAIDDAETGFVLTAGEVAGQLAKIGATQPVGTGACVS
GDH-TPI counter = inhibits GDH-TPI coupling enzymes, artifact for Mtb FBA screen. GDH-TPI coupled enzyme counterscreen, NADH absorbance. inhibition, % at 4.8 µM. 360,000 compounds, 1.2% hits. AID 588335;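 also: 0% = DMSO wells and 100% = wells lacking the enzyme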
Mtb UGM inh = inhibitors of M. tuberculosis UDP-galactopyranose mutase. purified UGM, fluorescence polarization probe displacement. inhibition, % at 10 µM. 320,000 compounds, 0.06% hits. AID 504406; in the data active = inhibition above about 10%, passing the limit was not always enough; inconclusive = no clear call, values can overlap the other calls
BoNT-F LC inh = blocks Botulinum neurotoxin F light chain protease; 360,000 compounds, 0.22% hits; inhibition, % at 10 µM; AID 588497; Multiplex microsphere protease cleavage assay, flow cytometry; in the data active = inhibition above about 35%, passing the limit was not always enough; inconclusive = no clear call, values can overlap the other calls; also: plate controls were buffer without enzyme for full effect and enzyme alone for no effect
FadD28 FP inh = inhibitors of Mycobacterium tuberculosis FadD28 bisubstrate binding. FadD28 bisubstrate probe binding, fluorescence polarization. inhibition, % at 12.5 µM. 360,000 compounds, 0.22% hits; in the data active = inhibition above about 8.5%, passing the limit was not always enough; inconclusive = no clear call, values can overlap the other calls
VHR inh abs = blocks human VHR1 dual specificity phosphatase. recombinant VHR phosphatase, pNPP absorbance. inhibition, % at 13.3 µM. 290,000 compounds, 0.52% hits. AID 1654. P51452; in the data active = inhibition above about 50%; also: some compounds called inactive have numbers as strong as hits
Target sequence (P51452 whole entry, looked up): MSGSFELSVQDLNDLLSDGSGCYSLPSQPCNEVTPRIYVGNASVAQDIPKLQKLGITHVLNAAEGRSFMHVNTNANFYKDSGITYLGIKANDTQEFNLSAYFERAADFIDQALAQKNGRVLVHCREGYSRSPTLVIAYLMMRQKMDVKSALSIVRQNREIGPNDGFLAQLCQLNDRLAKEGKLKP
* marks the source's active call; other numbers are inactive results; ? = inconclusive; . = not tested or not shown; & = joins results of further samples. Rule as the data show it, unless noted: active = inhibition above about 30%; inactive = the rest.

1: COc1ccc(NS(=O)(=O)c2cc(NC(=O)c3cccs3)ccc2N2CCOCC2)cc1
2: O=C1N(Cc2cccc(Cl)c2)C[C@@H]2C[C@@H](c3cccc4ncccc34)N3CCC[C@@]123
3: CCOC(=O)C1(C)CCCN(C(=O)c2ccccc2)C1 (stereo not given)
4: CCN1CCN(c2cc(C)c3cc(NC(=S)NCCCOC)ccc3n2)CC1
5: CN(C(=O)c1ccc2c(=O)n3c(nc2c1)CCCCC3)c1ccccc1F
6: NS(=O)(=O)c1ccc(CCNc2ccccc2[N+](=O)[O-])cc1
7: CCOc1ccccc1N1CCN(Cc2cccc(OC)c2O)CC1
8: COc1ccccc1CNC(=O)C1CCC1

Compound | 1 | 2 | 3 | 4 | 5 | 6 | 7 | 8
BioA inh | -0.4 | 2.5 | -4.2 | -3.0 | 0.2 | -2.8 | . | .
Mtb FBA inh | 1 | -1 | -2 | 13 | -2 | -7 | 0 | -1
CCHF vOTU inh | -3 | -2 | 17 | -8 | 12 | 11 | -8 | -8
MazF activator | -5 | -2 | . | -1 | -5 | 2 | -3 | -1
Rv3671c inh | -10 | -12 | . | -3 | 7 | -8 | -5 | -6
GDH-TPI counter | 22 | -8 | 7 | 6 | 15 | -14 | 9 | -9
Mtb UGM inh | 1.2 | 0.1 | . | -3.2 | -1.7 | 1.0 | 4.9 | -1.9
BoNT-F LC inh | 0 | -6 | 3 | -13 | -5 | -8 | -11 | 3
FadD28 FP inh | -1.5 | -0.6 | 0.9 | -0.1 | -1.1 | -2.8 | -0.4 | -2.2
VHR inh abs | 4 | 21 | . | 13 | -20 | 7 | 20 | -18

9: Cc1ccc(NC(=O)COc2coc(CN3CCN(c4ccccc4)CC3)cc2=O)cc1
10: CC(C)(C)N1CC(C(=O)Nc2ccc(S(=O)(=O)N3CCCCC3)cc2)CC1=O (stereo not given)
11: Cc1ccc2nc(-c3ccc(NC(=S)NC4CC(C)(C)NC(C)(C)C4)cc3)sc2c1
12: COc1ccc(NC(=O)c2ccco2)cc1NC(=O)c1cccc(F)c1
13: O=C(Nc1ccccn1)C1CCN(C(=O)c2ccc(Cl)cc2)CC1
14: CN(C)c1nc(C=C(C#N)C#N)c(Cl)n1-c1ccc(F)cc1
15: CCN(CC)c1ccc(NC(=O)c2ccco2)c(C)c1
16: CCC(c1nnnn1Cc1ccco1)N1CCN(C(=O)c2ccco2)CC1 (stereo not given)

Compound | 9 | 10 | 11 | 12 | 13 | 14 | 15 | 16
BioA inh | 0.5 | -0.6 | 0.6 | 0.2 | 1.1 | . | . | 6.7
Mtb FBA inh | -2 | 4 | 24 | -2 | 1 | -3 | 3 | -1
CCHF vOTU inh | 1 | 1 | -16 | -7 | -10 | 7 | -2 | 0
MazF activator | 1 | -10 | -7 | 5 | -2 | -21 | 6 | 11
Rv3671c inh | -1 | 4 | -5 | . | . | . | 0 | -2
GDH-TPI counter | 6 | 4 | 5 | 1 | 11 | 1 | 13 | 7
Mtb UGM inh | 0.0 | 2.0 | -0.2 | . | . | . | 0.4 | 0.2
BoNT-F LC inh | 0 | -4 | -26 | 7 | 0 | -12 | -1 | -3
FadD28 FP inh | -3.8 | -1.1 | 1.0 | -0.4 | -1.3 | -0.7 | -2.2 | 0.4
VHR inh abs | . | . | 17 | 21 | . | 2 | 24 | 14

Four compounds from above, ordered by heavy-atom count, low to high:
15: CCN(CC)c1ccc(NC(=O)c2ccco2)c(C)c1
13: O=C(Nc1ccccn1)C1CCN(C(=O)c2ccc(Cl)cc2)CC1
11: Cc1ccc2nc(-c3ccc(NC(=S)NC4CC(C)(C)NC(C)(C)C4)cc3)sc2c1
9: Cc1ccc(NC(=O)COc2coc(CN3CCN(c4ccccc4)CC3)cc2=O)cc1

Compound | 15 | 13 | 11 | 9
BioA inh | . | 1.1 | 0.6 | 0.5
Mtb FBA inh | 3 | 1 | 24 | -2
CCHF vOTU inh | -2 | -10 | -16 | 1
MazF activator | 6 | -2 | -7 | 1
Rv3671c inh | 0 | . | -5 | -1
GDH-TPI counter | 13 | 11 | 5 | 6
Mtb UGM inh | 0.4 | . | -0.2 | 0.0
BoNT-F LC inh | -1 | 0 | -26 | 0
FadD28 FP inh | -2.2 | -1.3 | 1.0 | -3.8
VHR inh abs | 24 | . | 17 | .

Further results follow:
17: C=CCNc1nnc(Cc2ccc(C(C)C)cc2)c(=O)[nH]1
18: CCOc1cc(/C=C2/C(=N)N3C(=NC2=O)SN=C3S(=O)(=O)C(C)C)ccc1OC(=O)c1ccco1
19: CCc1nc2c(n1O)CCc1nonc1-2
20: Cc1ccc(-c2cc(C(=O)Nc3c(C#N)cnn3C)no2)cc1
21: CC1CC(C)CN(C(=S)NC2CCCCC2)C1 (stereo not given)
22: CCCC(=O)Nc1nnc(SCC(=O)NCc2cccs2)s1
23: Cc1ccc(CNC(=O)CCc2c(C)nn(-c3ccc(N4CCOCC4)nn3)c2C)cc1
24: O=C(CC1Sc2ccccc2NC1=O)OCC(=O)N1CCc2ccccc21 (stereo not given)

Compound | 17 | 18 | 19 | 20 | 21 | 22 | 23 | 24
BioA inh | 0.1 | -0.3 | 0.0 | -1.1 | . | -0.4 | -4.4 | -3.1
Mtb FBA inh | 3 | -2 | -1 | 0 | 0 | 1 | 4 | 3
CCHF vOTU inh | . | 20 | -2 | -1 | -10 | 5 | 14 | 12
MazF activator | 1 | 62* | -5 | -6 | -1 | 0 | 6 | 8
Rv3671c inh | 0 | -11 | 2 | -1 | -10 | -5 | -9 | -7
GDH-TPI counter | -10 | 15 | 8 | 12 | 3 | 6 | 9 | -3
Mtb UGM inh | 1.3 | -1.3 | 3.7 | 0.1 | -2.5 | -0.5 | -2.7 | 0.1
BoNT-F LC inh | -2 | -1 | 3 | -27 | -1 | -13 | 8 | 1
FadD28 FP inh | -3.2 | -3.9 | -0.3 | -3.3 | -0.1 | -1.0 | -1.2 | -4.1
VHR inh abs | 4 | -1 | 25 | 10 | -5 | 23 | 2 | 12

25: CCOC(=O)[C@@H]1[C@H]2COc3ccccc3[C@@H]2N2C(=O)N(c3ccccc3)C(=O)[C@]12C
26: Nc1c(N2CCCCC2)c2ccccc2oc1=O
27: COC(=O)c1cc2ccccc2c(-c2c(OC)c(C(=O)OC)cc3ccccc23)c1OC
28: COCCCNc1nc(-c2ccc(Cl)cc2)nc2ccccc12
29: COC(=O)c1c(C)nc(C)c(C(=O)OC)c1-c1ccc(OC)c(OC)c1
30: CN1CCCC(OC(=O)c2ccccc2F)C1 (stereo not given)
31: CNC(=S)NCCC(c1ccccc1)c1ccccc1
32: CCOc1ccc(CCNC(=O)CCC(=O)N2CCSc3ccccc32)cc1OCC

Compound | 25 | 26 | 27 | 28 | 29 | 30 | 31 | 32
BioA inh | 1.2 | . | -0.7 | 0.9 | . | -1.5 | . | -0.8
Mtb FBA inh | 0 | -1 | 6 | 2 | -1 | 4 | 8 | 2
CCHF vOTU inh | 8 | 5 | 3 | 0 | 6 | -2 | -8 | -1
MazF activator | 3 | -8 | 4 | 6 | -23 | 8 | -2 | -2
Rv3671c inh | 8 | 4 | 1 | -19 | 5 | -1 | 12 | 3
GDH-TPI counter | 7 | 5 | 4 | 1 | -6 | 3 | 7 | 6
Mtb UGM inh | 0.3 | 0.2 | -2.0 | 1.4 | -0.3 | 0.4 | 2.3 | .
BoNT-F LC inh | 1 | -1 | -3 | -6 | -2 | 22 | 4 | -10
FadD28 FP inh | -1.1 | -1.8 | -1.5 | -5.3 | 0.5 | 0.9 | -3.4 | -0.9
VHR inh abs | 13 | 15 | 16 | -9 | -8 | 20 | -4 | 17

33: Cc1n[nH]c(=S)n1/N=C/c1ccc(OCc2ccc(Cl)cc2Cl)cc1
34: Cc1ccc(F)cc1NC(=O)c1ccc2c(c1)OCO2
35: CC(C)NC(=O)Nc1ccc2c(c1)C(=O)N([C@H](C)CO)C[C@H](C)[C@@H](CN(C)C(=O)NC(C)C)O2
36: CNC(=S)Nc1ccc(C)cc1
37: COC(=O)C1=C(C)N(C)C(C)=C(C(=O)OC)C1c1cccc(Br)c1
38: O=C(N/N=C/c1c(O)n(C2CC2)c(=S)[nH]c1=O)c1ccccc1Cl
39: CCOC(=O)C1CCCN(Cc2nc(N)nc(Nc3ccccc3)n2)C1 (stereo not given)
40: COC(=O)c1ccccc1NC(=O)Cn1cc2c(n1)CCC(C)C2 (stereo not given)

Compound | 33 | 34 | 35 | 36 | 37 | 38 | 39 | 40
BioA inh | -0.4 | -0.7 | -0.3&-0.1 | . | 1.2 | -1.4 | -1.7 | -0.2
Mtb FBA inh | -4 | 1 | 3 | 0 | 3 | 3 | -4 | -3
CCHF vOTU inh | -8 | 3 | 10 | -27 | 14 | 6 | 16 | 5
MazF activator | 4 | 4 | 6 | -14 | -1 | -4 | 7 | -5
Rv3671c inh | -11 | 5 | . | -13 | -1 | 6 | 9 | -1
GDH-TPI counter | 0 | 10 | 2 | -5 | 12 | 41* | -4 | -6
Mtb UGM inh | -2.4 | 0.1 | . | 3.0 | -1.4 | 3.0 | -1.0 | -0.6
BoNT-F LC inh | -9 | -4 | -5 | -6 | 5 | 8 | -5 | -4
FadD28 FP inh | 1.3 | -4.3 | 3.2 | -4.8 | -0.8 | -1.0 | -0.1 | -0.6
VHR inh abs | -7 | 10 | . | -8 | -8 | -13 | -17 | 3

41: CCOc1ccc(C(C)(O)CN2CCOCC2)cc1 (stereo not given)
42: Cc1c(N(C(=O)CNC(=O)c2ccccc2)C2(C(=O)NC3CCCCC3)CCCCC2)c(=O)n(-c2ccccc2)n1C
43: CCc1nc2ccc(C(=O)N(C)Cc3ccco3)cn2c1N(C)Cc1ccc(OC)cc1
44: COc1cccc(C2CC(c3ccc(Cl)cc3Cl)Nc3nc(N)nn32)c1 (stereo not given)
45: CCOC(=O)c1c(C)oc2c(CC(=O)c3ccccc3)c(Cl)c(O)c(O)c12
46: COc1ccc(-c2csc(Nc3cccc(C)n3)n2)cc1C
47: CC(Nc1nc(-c2ccccc2F)nc2ccccc12)c1ccccc1 (stereo not given)
48: COc1ccccc1S(=O)(=O)Cc1ccc(C(=O)NCc2ccc(C)cc2)o1

Compound | 41 | 42 | 43 | 44 | 45 | 46 | 47 | 48
BioA inh | 0.0 | -0.6 | 2.3 | 2.5 | -1.9 | -1.0 | -0.3 | .
Mtb FBA inh | 5 | 0 | 3 | 14 | 1 | 0 | 0 | 4
CCHF vOTU inh | 0 | -4 | 3 | 9 | -7 | -5 | 12 | -9
MazF activator | -8 | -13 | . | 0 | 3 | 0 | -3 | 6
Rv3671c inh | 2 | 7 | . | 4 | 10 | . | -22 | -6
GDH-TPI counter | 5 | 2 | -5 | 6 | 8 | 1 | 1 | -6
Mtb UGM inh | 0.0 | -0.5 | . | -1.9 | -0.4 | -3.4 | -1.7 | -2.5
BoNT-F LC inh | -10 | -3 | 0 | 0 | -8 | ? | 6 | 1
FadD28 FP inh | 0.2 | -4.2 | 0.5 | -0.9 | -1.9 | . | -3.8 | 1.0
VHR inh abs | 17 | 12 | . | 27 | 0 | 11 | 3 | -9

49: O=[N+]([O-])c1ccc(OCCO)nc1
50: CCC1CCc2c(sc(NC(C)=O)c2C#N)C1 (stereo not given)
51: CCCCC(=O)Nc1ccc2c(c1)C(=O)NC2=O
52: COc1ccc(C)cc1N(CC(=O)Nc1cccnc1)S(=O)(=O)c1ccccc1
53: Cc1ccccc1NC(=O)/C(=C\c1cccs1)NC(=O)c1ccco1

Compound | 49 | 50 | 51 | 52 | 53
BioA inh | -1.9 | -0.9 | 0.2 | . | .
Mtb FBA inh | 1 | -1 | 42* | 2 | -1
CCHF vOTU inh | -4 | -3 | . | 7 | 3
MazF activator | 14 | 4 | -2 | -3 | -4
Rv3671c inh | 1 | -3 | -3 | -1 | 5
GDH-TPI counter | -1 | 10 | 7 | -4 | 15
Mtb UGM inh | 1.7 | 2.4 | 0.0 | -2.4 | -1.3
BoNT-F LC inh | ? | -6 | -8 | 7 | -2
FadD28 FP inh | -0.7 | 0.1 | -1.3 | -2.7 | -1.1
VHR inh abs | 14 | 0 | 25 | 18 | 16
